PMI inhibition = MPI inhibition at elevated mannose 6-phosphate – biochemical, fluorescence intensity, high mannose 6-phosphate, primary screen (AID 1220); recombinant PMI enzyme, coupled fluorescence intensity; higher % means a stronger effect; inhibition, % at 20 µM, or IC50 in µM where a hit was titrated; 190,000 tested, 0.66% active
Lipid droplet = hepatic lipid droplet formation modulation; inhibition, % at 6.5 µM; AID 1656; AML12 mouse hepatocytes, oleate lipid droplets, BODIPY imaging; 240,000 tested, 0.4% active;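 active means lipid droplet intensity inhibited by at least 50%, with more than 500 cells counted; inconclusive means wells with under 300 cells, treated as cytotoxic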
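Material – AML12 mouse liver cells · Also added – oleate loading, 100 µM · Compound dosing – 6.5 µM single-point dosing · Times – overnight treatment with compound plus oleate · Measured by – fluorescence imaging, 20x objective, two fields per well · Read-out – percent inhibition of filter-corrected integrated lipid droplet intensity per well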
UTI89 phage lysis = inhibition of K1F phage lysis, E. coli UTI89, bacterial capsule biogenesis inhibitors, alamar blue (AID 488966). 340,000 tested, 0.02% active. E. coli UTI89 K1F phage lysis, alamar blue, 2 h; higher % means a stronger effect. inhibition, % at 100 µM, or IC50 in µM where a hit was titrated;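 active means phage lysis inhibition, versus mean bacterial control, above a set limit; inconclusive means no clear call, values can overlap the other calls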;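 further: capsule biogenesis inhibitors block K1F phage lysis so surviving cells raise fluorescence; higher fluorescence means more inhibition of phage lysis; actives were called in the ten point dose series up to 300 µM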
PMI inhibitors = MPI enzyme activity inhibition – biochemical, fluorescence intensity, coupled assay, primary screen (AID 1209); 190,000 tested, 0.42% active; inhibition, % at 20 µM, or IC50 in µM where a hit was titrated; purified PMI enzyme, coupled fluorescence intensity; higher % means a stronger effect;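 further: plate controls were DMSO vehicle for no effect and wells lacking substrate for full effect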
M1AAP inhibition = malaria alanyl aminopeptidase activity blockers – biochemical, fluorogenic H-Leu-NHMec substrate, 1536-well (AID 1445); inhibition, % at 30 µM; hits with a dose series show IC50 in µM; 220,000 tested, 0.42% active; recombinant M1AAP, H-Leu-NHMec fluorogenic kinetic assay; higher % means a stronger effect;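 active means primary inhibition above the hit cutoff, then over 50% inhibition at one or more dose response concentrations, cut at about 23% in these data, passing the limit was not always enough; inconclusive means conflicting primary data, or primary hits not chosen for dose response; inactive means low primary inhibition, or under 50% at every dose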;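 further: plate controls were DMSO full reaction for no effect and no enzyme background for full effect; strong numbers were not always called active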
CSM14.1 death rescue = protection against thapsigargin-triggered cell killing – 384-well, CSM14.1, ATP luminescence, primary screen (AID 1222). one-dose cellular ATP content (survival), % at 20 µM; EC50 in µM for titrated hits. CSM14.1 thapsigargin-induced death rescue, ATP luminescence; higher % means a stronger effect. 190,000 tested, under 10 active;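 active means EC50 below 50 µM in the dose-response confirmation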;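 further: death triggered by thapsigargin at about 15 µM added after 2 h compound pretreatment; cell ATP read after overnight thapsigargin exposure of roughly 18 to 22 hours; normalized against plate controls of thapsigargin alone and 5% DMSO vehicle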
TNAP activators = stimulation of alkaline phosphatase TNAP activity – biochemical, luminescent, no phosphate acceptor, uHTS, primary screen (AID 1001); purified TNAP, luminescent activation assay, no phosphate acceptor; higher activation fold means a stronger effect; one-dose activation fold at 20 µM; EC50 in µM for titrated hits; 200,000 tested, 0.03% active; in the data active means activation fold from about 3, or a potency from the dose series; inactive means the rest, 99 in 100 with activation fold below about 1.6; further: many of its hits are not listed in these tables
WT yeast gro inh = growth inhibition of WT yeast, mitochondrial fusion screen. mitochondrial fusion phenotypic screen, WT strain. inhibition, % at 10 µM. 190,000 tested, 2.1% active; in the data active means inhibition above about 58%; tested in S. cerevisiae
Myeloid diff MLP = promotes myeloid progenitor differentiation; ER-HoxA9 myeloid progenitors, lysozyme-GFP differentiation, flow cytometry; calls only at 10 µM; 360,000 tested, 1% active; AID 624256;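 active means normalized GFP-positive differentiation at or above the plate's own cutoff, the solvent-only control mean plus 3 SD; inconclusive means no clear call, values can overlap the other calls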;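 further: cells exposed to compound for four days before flow analysis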
WT yeast gro inh mutant strain = recorded beside WT yeast gro inh, whose call it bears; inhibition, %; mitochondrial fusion phenotypic screen, mutant strain inhibition
Lipid droplet cells 6.5 µM = also measured in Lipid droplet; calls as there; cell count; measured here: cell count, cytotoxicity flag;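 cells counted across two imaged fields per well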
Myeloid diff MLP GFP+ MAC1+ % = second read-out of Myeloid diff MLP, no call of its own (marks repeat the call); GFP+ MAC1+ double positive, %; measured here: differentiation confirmed by MAC1 staining
The depositor's hits bear a star; i = inactive; ? = inconclusive; . = not tested or not shown; [ ] = dose if it differs, or a comment. Unless noted, no stated cut-off is given here; in the data, active means inhibition above about 50%; inactive means the rest.

SMILES | PMI inhibition | Lipid droplet | Lipid droplet cells 6.5 µM | UTI89 phage lysis | PMI inhibitors | M1AAP inhibition | CSM14.1 death rescue | TNAP activators | WT yeast gro inh | WT yeast gro inh mutant strain | Myeloid diff MLP | Myeloid diff MLP GFP+ MAC1+ %
C=CCNC(=O)C1CCN(c2ccc(S(=O)(=O)N3CCOCC3)cc2Cl)CC1 | 8% | 3 | 704 | -0.1% | 8% | 3% | 0.1% | 1.1 | 0 | -1 | i | 0.5
Oc1c(CN2CCOCC2)ccc2ccccc12 | . | -11 | 599 | 0.7% | 51%* | . | -0.7% | 1.1 | -13 | -3 | i | 0.1
Cc1ccc(C(=O)O)cc1-c1ccc(/C=C2/NC(=O)N(c3ccccc3)C2=O)o1 | -47% | 1 | 801 | -0.1% | -16% | 21% | 1.7% | 0.9 | 6 | -44 | i | 0.8
CCOC(=O)C(=O)N1CCC(Cc2ccccc2)CC1 | 2% | 11 | 708 | -0.1% | -4% | 5% | 1.6% | 1.1 | 2 | 21 | i | 0.1
CCCCN(CCNP(=O)(OCC)OCC)CP(=O)(OCC)OCC | 6% | . | . | -0.8%[50 µM] | 8% | -1% | -1.4% | 1 | -8 | -4 | i | 0.8
O=C(Cn1nc(-c2ccccc2)ccc1=O)NCCCN1CCOCC1 | . | 3 | 685 | -0.4%[50 µM] | . | 2% | . | . | . | . | i | 0.1
CCOC(=O)C1CCCN(Cc2cc(OC)c(O)c(OC)c2)C1 (stereo unspecified) | 20% | -9 | 623 | 0.0% | 24% | 5% | 0.5% | 1.1 | -17 | 6 | i | 1.1
Cc1ccc(NC(=O)NCc2ccncc2)cc1Cl | 0% | -16 | 688 | 0.6% | 0% | 0% | -0.5% | 1.1 | 6 | 9 | i | 0.1
COCCCn1c(=O)c2ccccc2c2ccccc2c1=O | -12% | . | . | 3.7% | -8% | 2% | 4.7% | 1 | 5 | -4 | i | 1.3
O=C(NCCc1ccccc1)C1CCN(S(=O)(=O)c2ccccc2)CC1 | 7% | 16 | 776 | 4.3% | 4% | 7% | -0.9% | 1.1 | 23 | 2 | i | 5.3
CC(=O)N(CN1C(=O)c2ccc([N+](=O)[O-])cc2C1=O)c1cccc(C(=O)O)c1 | -1% | 8 | 713 | 0.3% | -20% | -2% | 1.5% | 1 | 14 | -2 | i | 0.4
CCOc1ccccc1NC(=O)COc1cccc(-n2cnnn2)c1 | . | . | . | 1.1% | . | 3% | . | . | 10 | -6 | i | 3.0
Cn1c2ccccc2c2cc(C(=O)NNC(=O)CCl)sc21 | 4% | 13 | 685 | -0.2% | -15% | 9% | . | 1.6 | -10 | -2 | i | 1.3
COc1ccc(C(=O)NCCn2cc(SCC(=O)NCc3ccco3)c3ccccc32)cc1 | 11% | . | . | 0.9% | 13% | 6% | -1.4% | 1.2 | . | . | i | 0.9
C/C(=C\C(=O)O)C12CC3CC(CC(C3)C1)C2 | -1% | -1 | 805 | 5.2% | 6% | 1% | 0.0% | 1 | 9 | 25 | i | 0.8
COCCNC(=O)c1csc2c1CCCC2 | 22% | . | . | 4.6% | 10% | 3% | -1.9% | 1 | 18 | 0 | i | 0.6
CC(CCc1ccccc1)NC(=O)N1CCOCC1 (stereo unspecified) | -10% | 9 | 669 | 3.0% | -11% | 5% | 0.6% | 1.1 | -18 | 8 | i | 0.3
O=C(Nc1ccc(O)c2c(=O)cc(-c3cccc(Cl)c3)oc12)c1cccc(Cl)c1 | . | -21 | 744 | -0.9% | . | 2% | . | . | . | . | i | 1.1
CCOC(=O)c1c(-c2ccc(C)o2)csc1NC(=O)CN1CCOCC1 | 1% | -4 | 796 | 0.7% | 9% | 6% | 0.2% | 0.9 | -1 | -15 | i | 0.9
C/C(=N\NS(=O)(=O)c1ccc(C)c([N+](=O)[O-])c1)c1cccs1 | -37% | 5 | 648 | -0.4% | -28% | 5% | -1.5% | 1.1 | -19 | 1 | i | 0.4
O=C(CN(c1cccc(Cl)c1)S(=O)(=O)c1ccccc1)NN=C1CCCC1 | -8% | 10 | 694 | 0.3% | 8% | 7% | -14% | 1 | 1 | 0 | ? | .
CC(C)NC(=O)C(=O)N/N=C/c1ccco1 | 8% | -17 | 568 | -2.0% | 6% | 3% | 0.7% | 1.1 | 5 | -10 | i | 8.5
C=CCn1c(SCC(=O)Nc2sccc2C(N)=O)nc2sc(CC)cc2c1=O | 15% | 0 | 798 | 0.7% | 24% | 6% | 2.4% | 1 | 2 | -3 | i | 1.1
CC(C)CCN1CCN(Cc2cc(F)ccc2-n2cccn2)CC1CCO (stereo unspecified) | 0% | -3 | 724 | 0.4% | 4% | 2% | -1.7% | 1.1 | -11 | 0 | i | 0.3
COc1ccccc1NC(=O)c1c(C)cc(=O)oc1C | -1% | . | . | 0.1% | -5% | 1% | -1.4% | 1.1 | 0 | 4 | i | 11
COc1ccc(-n2c(Cc3cccn3C)nnc2SCC(=O)NCCc2ccccc2)cc1 | 12% | . | . | 6.8% | 8% | -1% | -0.7% | 1.1 | -9 | -33 | i | 5.3
Cc1cc(SCC#N)n2nc(C)c(-c3ccccc3)c2n1 | 1% | 2 | 739 | 1.6% | 1% | -2% | -1.0% | 1.1 | 7 | 7 | i | 0.2
COc1ccc(CC(=O)N2CCNC2=O)cc1 | -8% | . | . | 0.0% | -8% | 0% | 0.8% | 1.1 | 20 | 0 | i | 0.7
O=C(c1ccc(F)cc1)N1CCCCC(Sc2nnc3ccccn23)C1=O (stereo unspecified) | 5% | -1 | 655 | 1.1% | 4% | 4% | -2.0% | 1.1 | -1 | -8 | i | 0.6
CCn1c(SCc2nc3ccccc3c(=O)[nH]2)nc2ccccc2c1=O | 6% | 11 | 719 | 1.3% | 9% | -4% | 0.7% | 1.1 | 9 | 9 | i | 1.0
O=c1cc(CSc2ccc(Cl)cc2)[nH]c2[nH]n(-c3ccccc3)c(=O)c12 | . | 4 | 699 | -0.1% | . | 15% | . | . | . | . | i | 0.4
CC(=O)N1CCN(Cc2nc3cc(NC(=O)c4ccc(Cl)cc4)ccc3n2C)CC1 | 10% | 14 | 802 | -0.7% | 18% | 5% | -1.5% | 1.1 | 0 | 7 | i | 0.4
O=C(Nc1ccc(N2CCN(C(=O)c3ccccc3)CC2)c(Cl)c1)c1cccnc1 | 8% | -1 | 707 | 0.1% | 16% | -6% | -2.2% | 1 | -6 | 11 | i | 0.0
OC(COc1ccc(OCc2ccccc2)cc1)CN1CCOCC1 (stereo unspecified) | 8% | 13 | 791 | -0.7% | 10% | 1% | -2.8% | 1.1 | -3 | 1 | i | 1.0
CSc1nc(C)c(C(=O)Nc2ccccc2)c(C)c1C#N | 9% | -9 | 724 | 1.0% | 4% | 9% | . | 1.1 | 1 | -15 | i | 6.3
COCCNC(=O)c1ccccc1NC(=O)Nc1ccccc1 | -12% | 25 | 719 | -1.6% | -7% | -3% | -2.6% | 1 | -12 | -2 | i | 1.2
CCOc1cc2[nH]c(=S)n(CCN3CCCCC3CC)c(=O)c2cc1OCC (stereo unspecified) | -3% | 19 | 781 | 0.1% | 4% | 4% | -1.0% | 0.8 | 0 | 12 | i | 2.4
COc1ccc(N2C(=O)CC(NNC(=O)c3cc(C)oc3C)C2=O)cc1 (stereo unspecified) | -10% | -2 | 737 | 1.2% | -5% | 2% | -0.4% | 1.1 | -15 | 14 | i | 0.3
Cc1ccc(OCc2ccc(C(=O)NN)o2)c([N+](=O)[O-])c1 | . | -23 | 453 | 0.9% | . | 3% | . | . | . | . | i | 0.7
Cc1occc1C(=O)N1N=C(C2CC2)CC1(O)C(F)(F)F (stereo unspecified) | 12% | . | . | -0.5% | 7% | 7% | -0.9% | 1.1 | 17 | -8 | i | 0.9
COc1ccc(C2NCCC3(O)CCCCC23)c(OC)c1OC (stereo unspecified) | 4% | . | . | -0.1% | -5% | 4% | 2.6% | 1.1 | -6 | 4 | i | 2.0
O=S1(=O)C=C(SCCN2CCCCC2)c2ccccc21 | 0% | . | . | -0.5% | -23% | 2% | 1.8% | 1.2 | 5 | -1 | i | 0.9
O=C(Nc1ccncc1)C1CC1c1ccccc1 (stereo unspecified) | 2% | -6 | 785 | 2.7% | 5% | 0% | 1.2% | 1 | 17 | 5 | i | 3.4
COc1ccc(C2=Nc3nc(-c4ccccc4)cn3C(c3ccc(OC)cc3)C2)cc1 (stereo unspecified) | -10% | 2 | 698 | -0.1% | 2% | 5% | 1.7% | 1 | 15 | 1 | i | 0.6
COc1ccc2nc(SCC(=O)Nc3ccccc3OC)[nH]c2c1 | . | 21 | 745 | 2.0% | . | 5% | . | . | . | . | i | 0.5
O=S1(=O)CCC(=Nc2ccc(Cl)cc2)c2ccsc21 | -3% | -2 | 628 | 0.5% | 17% | 0% | -0.3% | 1.1 | 0 | 4 | i | 0.4
CN(Cc1ccccc1)C(=O)N[C@@H](Cc1ccccc1)C(=O)O | 7% | . | . | -0.1% | 6% | 2% | 3.1% | 1.1 | -10 | -16 | i | 1.0
Cc1ccccc1/[N+]([O-])=C/c1cccs1 | 12% | 5 | 654 | 1.5% | 6% | 2% | 0.6% | 1.1 | 5 | -3 | i | 0.1
CCc1nnc(NC(=O)CSc2nc3cc(OC)c(OC)cc3cc2C)s1 | -7% | -2 | 702 | -0.9% | 6% | 9% | 8.4% | 1.1 | -1 | -13 | i | 0.1
Clc1ccc(Cc2nc(-c3cccnc3)no2)cc1 | 9% | . | . | 1.3% | 9% | 1% | 1.0% | 1 | -3 | 9 | i | 5.8
CCN(CC)C(=O)CC(c1ccc(F)cc1)c1ccco1 (stereo unspecified) | 3% | 1 | 752 | 10% | 7% | 5% | -0.2% | 1.1 | 15 | 25 | i | 1.0
